Rac1 GTP hydrolysis: MgcRacGAP GTPase-activating activity inhibitors, confirmation, biochemical, ADP Hunter fluorescence; 340,000 compounds, 0.6% hits; one-dose inhibition, % at 30 µM; IC50 in µM for titrated hits; MgcRacGAP-stimulated Rac1 GTP hydrolysis, ADP Hunter fluorescence; higher % means a stronger effect; GST-tagged Rac1 F28L mutant substrate; AID 624330;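 active means first-screen hits whose inhibition reached a set limit at any dose in the follow-up dose series; inconclusive means inhibition above the set first-screen limit but never retested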;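 further: fluorescence reports GDP produced by GAP-driven GTP hydrolysis; strong numbers were not always called active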
WT yeast gro inh: growth inhibition of WT yeast, mitochondrial fusion screen | mitochondrial fusion phenotypic screen, WT strain | inhibition, % at 10 µM | 190,000 compounds, 2.1% hits; in the data active means inhibition above about 58%; tested in S. cerevisiae
PhoP inhibition: inhibitors of PhoP regulon expression, primary screen, Salmonella Typhimurium, GFP reporter (AID 1863) | S. Typhimurium PhoP-regulated promoter GFP reporter, 4 h; higher % means a stronger effect | one-dose inhibition, % at 50 µM; IC50 in µM for titrated hits | 300,000 compounds, 0.16% hits;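 active means inhibition over 29.93%, a cutoff 3 SD above the screen mean, later confirmed by dose response; inconclusive means inhibition over 29.93% but no dose response follow-up; inactive means inhibition at most 29.93% or unconfirmed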;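 further: 0% = low Mg2+ inducing control and 100% = high Mg2+ repressing control; strong numbers were not always called active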
T cell HTS: modulates CD8 T cell binding to vesicles. 2C CD8+ T cell-vesicle binding, flow cytometry; active compounds read low. calls only at 7 µM. 330,000 compounds, 0.068% hits. AID 2052;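 active means response, share of CD8 T cells binding vesicles, and their 90th percentile fluorescence all below set limits, cut at about 80% in these data, passing the limit was not always enough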
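System: murine 2C transgenic CD8+ T lymphocytes; also added: QL9-loaded Drosophila micro-vesicles; times: binding 1.5 h at 37 °C; measured by: flow cytometry, PE anti-B7-1 (FL2) versus Alexa647 anti-CD8 (FL8), PFA-fixed; control set: Peptide-free naked vesicles (low) and QL9 vesicles with 0.7% DMSO vehicle (high)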
Large T inhibition: TAg ATPase/helicase activity blockers – biochemical (AID 1903); SV40 large T antigen ATPase/helicase inhibition assay; higher % means a stronger effect; one-dose inhibition, % at 20 µM; IC50 in µM for titrated hits; 310,000 compounds, 0.39% hits; in the data active means a potency from the dose series; inconclusive means inhibition mostly from about 32% at the one dose, without a potency; inactive means the rest, 99 in 100 with inhibition below about 32%; further: strong numbers were not always called active
b-catenin transl: alters nuclear translocation of beta-catenin in HeLa cells; nuclear translocation activity, % at 5 µM; 190,000 compounds, 0.3% hits; immunofluorescence imaging;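 active means nuclear translocation activity above 50% at 5 µM, with a well cell count of 50 or more; inconclusive means wells under 50 cells across six images, flagged as toxic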;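 further: per-cell ratio of nuclear to cytoplasmic median beta-catenin stain intensity; plate controls were DMSO negative control for no effect and GSK-3 inhibitor IX positive control for full effect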
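System: HeLa cells, endogenous beta-catenin; compound dosing: 5 µM primary single dose, 0.1% DMSO, 0.02–20 µM confirmation series; incubation: 24 h compound exposure at 37°C, 5% CO2; signal: beta-catenin immunofluorescence imaging with DAPI; evaluation: % activation, nuclear-to-cytoplasmic median beta-catenin signal ratio per cell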
West Nile antiviral: inhibition of WNV-induced cytopathic effect – cell-based, CPE readout (AID 1621). West Nile virus-infected cells, CPE inhibition; higher % means a stronger effect. one-dose CPE inhibition, % at 10 µM; IC50 in µM for titrated hits. 290,000 compounds, 0.02% hits; in the data active means a potency from the dose series; inconclusive means CPE inhibition mostly from about 3.7% at the one dose, without a potency; inactive means the rest, 99 in 100 with CPE inhibition below about 2.2%; further: strong numbers were not always called active
RSV antiviral HEp-2: inhibition of RSV-induced cytopathic effect – HEp-2 cells, primary 10 µM value included (AID 2391); HEp-2 cells, RSV-induced CPE inhibition; higher % means a stronger effect; CPE inhibition, % at 10 µM, or IC50 in µM where a hit was titrated; 310,000 compounds, 0.13% hits; in the data active means a potency from the dose series; inconclusive means CPE inhibition mostly from about 23% at the one dose, without a potency; inactive means the rest, 99 in 100 with CPE inhibition below about 21%; further: strong numbers were not always called active
Myeloid diff 2: myeloid differentiation induction. ER-HoxA9 myeloid progenitors, lysozyme-GFP differentiation, flow cytometry. calls only at 10 µM. 360,000 compounds, 1% hits. AID 624256;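 active means normalized GFP-positive differentiation at or above the plate's own cutoff, the solvent-only control mean plus 3 SD; inconclusive means no clear call, values can overlap the other calls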;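 further: cells exposed to compound for four days before flow analysis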
WT yeast gro inh mutant strain: recorded beside WT yeast gro inh, whose call it bears; inhibition, %; mitochondrial fusion phenotypic screen, mutant strain inhibition
b-catenin transl cell count 5 µM: second read-out of b-catenin transl, no call of its own (marks repeat the call); cell count; measured here: cell count, cytotoxicity flag
T cell HTS vesicle-bound %: second read-out of T cell HTS, no call of its own (marks repeat the call); double positive events, %; measured here: CD8+ vesicle-bound cell fraction;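 binding gate set so that unloaded-vesicle control wells show 10% double positive cells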
Myeloid diff 2 GFP+ MAC1+ %: further read-out of Myeloid diff 2, marked with its call; GFP+ MAC1+ double positive, %; measured here: differentiation confirmed by MAC1 staining
Starred values were filed as active, the others as inactive.

What do the screens show for `COc1cccc(NC(=O)CCC(=O)Nc2cccc(OC)c2)c1`?
Rac1 GTP hydrolysis: 9.4%; WT yeast gro inh: -11.5; PhoP inhibition: 13.8%; T cell HTS: inactive; Large T inhibition: 11.8%; b-catenin transl: -2.7; West Nile antiviral: 0.4%; RSV antiviral HEp-2: 4.0%; Myeloid diff 2: inactive; WT yeast gro inh mutant strain: -12.8; b-catenin transl cell count 5 µM: 488; T cell HTS vesicle-bound %: 29.4; Myeloid diff 2 GFP+ MAC1+ %: 0.2

Results for COC(=O)c1ccc(C)c(NS(=O)(=O)c2ccc(C)c([N+](=O)[O-])c2)c1 ?
Rac1 GTP hydrolysis: 4.2%; WT yeast gro inh: -27.5; PhoP inhibition: -10.0%; T cell HTS: inactive; Large T inhibition: 26.6%; b-catenin transl: -2.9; West Nile antiviral: 0.1%; RSV antiviral HEp-2: 4.8%; Myeloid diff 2: inactive; WT yeast gro inh mutant strain: -10.1; b-catenin transl cell count 5 µM: 1400; T cell HTS vesicle-bound %: 39.5; Myeloid diff 2 GFP+ MAC1+ %: 0.8

How did NC(=S)Nc1cccc2cnccc12 do in these assays?
Rac1 GTP hydrolysis: 2.7%; WT yeast gro inh: 9.0; PhoP inhibition: 14.1%; T cell HTS: inactive; Large T inhibition: 32.2%; b-catenin transl: 0.1; West Nile antiviral: 0.4%; RSV antiviral HEp-2: 0.4%; Myeloid diff 2: inactive; WT yeast gro inh mutant strain: 9.2; b-catenin transl cell count 5 µM: 1113; T cell HTS vesicle-bound %: 17.7; Myeloid diff 2 GFP+ MAC1+ %: 1.7

Results for CCOC(=O)COc1cc2oc(=O)cc(C)c2cc1[N+](=O)[O-] ?
Rac1 GTP hydrolysis: 10.2%; WT yeast gro inh: 3.2; PhoP inhibition: 0.2%; T cell HTS: inactive; Large T inhibition: 11.4%; b-catenin transl: -1.8; West Nile antiviral: 0.3%; RSV antiviral HEp-2: -0.3%; Myeloid diff 2: inactive; WT yeast gro inh mutant strain: 2.7; b-catenin transl cell count 5 µM: 837; T cell HTS vesicle-bound %: 30.1; Myeloid diff 2 GFP+ MAC1+ %: 0.1

Results for O=C(CSc1nnc2sc3ccccc3n12)NCc1ccco1 ?
Rac1 GTP hydrolysis: 0.1%; WT yeast gro inh: -12.6; PhoP inhibition: -4.2%; T cell HTS: inactive; Large T inhibition: 8.1%; b-catenin transl: 3.8; West Nile antiviral: -0.5%; RSV antiviral HEp-2: 2.9%; Myeloid diff 2: inactive; WT yeast gro inh mutant strain: 7.0; b-catenin transl cell count 5 µM: 1344; T cell HTS vesicle-bound %: 37.1; Myeloid diff 2 GFP+ MAC1+ %: 4.4

Results for Cc1nn2c(-c3ccccn3)ccnc2c1Cl ?
Rac1 GTP hydrolysis: 0.9%; WT yeast gro inh: -6.7; PhoP inhibition: -0.6%; T cell HTS: inactive; Large T inhibition: -0.4%; b-catenin transl: 0.2; West Nile antiviral: 0.1%; RSV antiviral HEp-2: -0.4%; Myeloid diff 2: inactive; WT yeast gro inh mutant strain: 13.1; b-catenin transl cell count 5 µM: 1092; T cell HTS vesicle-bound %: 19.6; Myeloid diff 2 GFP+ MAC1+ %: 0.3

What do the screens show for `CC1(C)CC(N=c2cc(-c3ccccc3)oc3ccc(Cl)cc23)CC(C)(C)N1`?
Rac1 GTP hydrolysis: -5.7%; WT yeast gro inh: 36.2; PhoP inhibition: -7.5%; Large T inhibition: 15.9%; b-catenin transl: 7.4; West Nile antiviral: -1.8%; Myeloid diff 2: inconclusive; WT yeast gro inh mutant strain: 27.1; b-catenin transl cell count 5 µM: 450

How did S=C(NCc1ccccc1)N1CCN(c2ccccc2)CC1 do in these assays?
Rac1 GTP hydrolysis: 2.9%; WT yeast gro inh: 3.6; PhoP inhibition: -0.2%; T cell HTS: inactive; Large T inhibition: 23.7%; b-catenin transl: -3.3; West Nile antiviral: -0.1%; RSV antiviral HEp-2: 0.5%; Myeloid diff 2: inactive; WT yeast gro inh mutant strain: 3.4; b-catenin transl cell count 5 µM: 1109; T cell HTS vesicle-bound %: 42.5; Myeloid diff 2 GFP+ MAC1+ %: 0.7

How did CCC(=O)N1CCc2cc(Br)cc(S(=O)(=O)NCC3CCCN3CC)c21 (centres undefined) do in these assays?
Rac1 GTP hydrolysis: 6.0%; WT yeast gro inh: -2.6; PhoP inhibition: -0.6%; T cell HTS: inactive; Large T inhibition: 1.5%; b-catenin transl: 1.7; West Nile antiviral: -0.7%; RSV antiviral HEp-2: 0.8%; Myeloid diff 2: inactive; WT yeast gro inh mutant strain: 9.1; b-catenin transl cell count 5 µM: 1091; T cell HTS vesicle-bound %: 15.7; Myeloid diff 2 GFP+ MAC1+ %: 0.6

How did CS(=O)(=O)N1CCCC(C(=O)NCc2ccco2)C1 (centres undefined) do in these assays?
Rac1 GTP hydrolysis: 0.9%; WT yeast gro inh: -0.8; PhoP inhibition: -7.7%; T cell HTS: inactive; Large T inhibition: 13.1%; b-catenin transl: -1.0; West Nile antiviral: -0.2%; RSV antiviral HEp-2: -0.2%; Myeloid diff 2: inactive; WT yeast gro inh mutant strain: -3.5; b-catenin transl cell count 5 µM: 1139; T cell HTS vesicle-bound %: 29.6; Myeloid diff 2 GFP+ MAC1+ %: 5.5

What do the screens show for `CCCCC(O)CN1CCC(c2ccccc2)CC1` (centres undefined)?
Rac1 GTP hydrolysis: 0.3%; WT yeast gro inh: -1.2; PhoP inhibition: 11.1%; T cell HTS: inactive; Large T inhibition: 10.3%; b-catenin transl: -13.4; West Nile antiviral: 0.1%; RSV antiviral HEp-2: -0.6%; Myeloid diff 2: inactive; WT yeast gro inh mutant strain: 7.1; b-catenin transl cell count 5 µM: 1287; T cell HTS vesicle-bound %: 41.7; Myeloid diff 2 GFP+ MAC1+ %: 1.4

Results for CCCOC(=O)Nc1nc2ccccc2o1 ?
Rac1 GTP hydrolysis: 8.4%; WT yeast gro inh: 2.7; PhoP inhibition: -36.4%; T cell HTS: inactive; Large T inhibition: 10.8%; b-catenin transl: -1.7; West Nile antiviral: -0.2%; RSV antiviral HEp-2: 0.2%; Myeloid diff 2: inactive; WT yeast gro inh mutant strain: -10.3; b-catenin transl cell count 5 µM: 934; T cell HTS vesicle-bound %: 41.2; Myeloid diff 2 GFP+ MAC1+ %: 0.4

What do the screens show for `Cc1cc2ccccc2n1CCNC(=O)C(C)C`?
Rac1 GTP hydrolysis: 3.2%; WT yeast gro inh: 18.3; PhoP inhibition: 2.2%; T cell HTS: inactive; Large T inhibition: 4.8%; b-catenin transl: 1.4; West Nile antiviral: -0.1%; RSV antiviral HEp-2: -0.2%; Myeloid diff 2: inactive; WT yeast gro inh mutant strain: 9.0; b-catenin transl cell count 5 µM: 1020; T cell HTS vesicle-bound %: 28.0; Myeloid diff 2 GFP+ MAC1+ %: 3.0

Results for O=C(N/N=C/c1c[nH]c2ccccc12)c1cccc(Cl)c1 ?
Rac1 GTP hydrolysis: 8.9%; PhoP inhibition: 5.3%; T cell HTS: inactive; Large T inhibition: 9.8%; West Nile antiviral: -0.4%; RSV antiviral HEp-2: 9.1%; Myeloid diff 2: inactive; T cell HTS vesicle-bound %: 59.0; Myeloid diff 2 GFP+ MAC1+ %: 0.8

What do the screens show for `O=c1[nH][nH]c2cc(=O)n(-c3cccc(C(F)(F)F)c3)nc12`?
Rac1 GTP hydrolysis: 8.6%; WT yeast gro inh: 9.2; PhoP inhibition: 5.0%; T cell HTS: inactive; Large T inhibition: 25.6%; b-catenin transl: -1.0; West Nile antiviral: -0.3%; RSV antiviral HEp-2: 0.7%; Myeloid diff 2: inactive; WT yeast gro inh mutant strain: 10.5; b-catenin transl cell count 5 µM: 1005; T cell HTS vesicle-bound %: 53.9; Myeloid diff 2 GFP+ MAC1+ %: 0.2

What do the screens show for `COc1ccc(N/C=C/C(=O)C(C)(C)C)cc1`?
Rac1 GTP hydrolysis: 16.3%; WT yeast gro inh: -15.5; PhoP inhibition: -4.3%; T cell HTS: inactive; Large T inhibition: 17.0%; b-catenin transl: 2.9; West Nile antiviral: 0.1%; RSV antiviral HEp-2: 1.5%; Myeloid diff 2: inactive; WT yeast gro inh mutant strain: -1.5; b-catenin transl cell count 5 µM: 1022; T cell HTS vesicle-bound %: 47.7; Myeloid diff 2 GFP+ MAC1+ %: 0.6

Results for Cc1ccc2occ(/C=N/O)c(=O)c2c1 ?
Rac1 GTP hydrolysis: 11.3%; WT yeast gro inh: 4.4; PhoP inhibition: 31.8%; T cell HTS: inactive; Large T inhibition: 7.3%; b-catenin transl: -1.7; West Nile antiviral: 0.0%; RSV antiviral HEp-2: 2.0%; Myeloid diff 2: inactive; WT yeast gro inh mutant strain: -3.0; b-catenin transl cell count 5 µM: 925; T cell HTS vesicle-bound %: 10.7; Myeloid diff 2 GFP+ MAC1+ %: 0.7

How did O=C(NN=C1CCCC1)c1ccc(O)cc1O do in these assays?
Rac1 GTP hydrolysis: 9.3%; PhoP inhibition: 7.6%; T cell HTS: inactive; Large T inhibition: 8.5%; West Nile antiviral: 0.3%; RSV antiviral HEp-2: 1.0%; Myeloid diff 2: inactive; T cell HTS vesicle-bound %: 63.5; Myeloid diff 2 GFP+ MAC1+ %: 0.1

How did Cc1nc2ccccc2c(=O)n1NC(=O)C1CCCCC1 do in these assays?
Rac1 GTP hydrolysis: 7.6%; WT yeast gro inh: -8.7; PhoP inhibition: 4.4%; T cell HTS: inactive; Large T inhibition: 5.1%; b-catenin transl: -0.6; West Nile antiviral: -0.5%; RSV antiviral HEp-2: 2.4%; Myeloid diff 2: inactive; WT yeast gro inh mutant strain: -0.7; b-catenin transl cell count 5 µM: 968; T cell HTS vesicle-bound %: 26.0; Myeloid diff 2 GFP+ MAC1+ %: 3.6

What do the screens show for `O=C(NCCc1c[nH]c2ccccc12)c1cnccn1`?
Rac1 GTP hydrolysis: 6.2%; WT yeast gro inh: -14.6; PhoP inhibition: -0.9%; T cell HTS: inactive; Large T inhibition: 13.3%; b-catenin transl: -2.6; West Nile antiviral: 0.5%; RSV antiviral HEp-2: 1.9%; Myeloid diff 2: inactive; WT yeast gro inh mutant strain: -14.7; b-catenin transl cell count 5 µM: 1108; T cell HTS vesicle-bound %: 35.2; Myeloid diff 2 GFP+ MAC1+ %: 0.2

Screens (PubChem BioAssay)
